# Rv3671c protease: inhibitors of M. tuberculosis serine protease Rv3671c; P9WHR9; inhibition, % at 5.96 µM; actives 0.048% (n = 320,000); AID 2606; in the data active = inhibition above about 38%;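 also: extracellular domain of Rv3671c used as enzyme; 0% = enzyme with DMSO and 100% = no enzyme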
# Target sequence (P9WHR9 whole entry, looked up, the tested form may be a part): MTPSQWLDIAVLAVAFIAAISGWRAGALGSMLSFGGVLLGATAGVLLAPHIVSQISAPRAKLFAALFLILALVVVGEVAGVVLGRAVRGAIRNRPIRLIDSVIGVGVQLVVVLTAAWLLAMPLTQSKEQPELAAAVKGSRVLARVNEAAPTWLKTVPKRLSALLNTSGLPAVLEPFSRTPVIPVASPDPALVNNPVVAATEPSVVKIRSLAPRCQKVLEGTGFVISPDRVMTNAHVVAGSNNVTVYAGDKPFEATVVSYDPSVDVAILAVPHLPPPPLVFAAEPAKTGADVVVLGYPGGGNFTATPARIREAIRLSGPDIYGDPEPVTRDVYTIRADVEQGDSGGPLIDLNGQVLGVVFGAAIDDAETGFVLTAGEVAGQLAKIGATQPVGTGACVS
# BioA inh: blocks M. tuberculosis BioA enzyme activity; purified M. tuberculosis BioA enzyme, plate reader; inhibition, % at 9.99 µM; actives 0.096% (n = 360,000); AID 602481; in the data active = inhibition above about 40%; inconclusive = no clear call, values can overlap the other calls
# UGM FP inh: inhibitors of M. tuberculosis UDP-galactopyranose mutase; AID 504406; purified UGM, fluorescence polarization probe displacement; inhibition, % at 10 µM; actives 0.06% (n = 320,000); P9WIQ1; in the data active = inhibition above about 10%, passing the limit was not always enough; inconclusive = no clear call, values can overlap the other calls
# BoNT-F LC inh: BoNT F light chain protease inhibition. inhibition, % at 10 µM. actives 0.22% (n = 360,000). Multiplex microsphere protease cleavage assay, flow cytometry; in the data active = inhibition above about 35%, passing the limit was not always enough; inconclusive = no clear call, values can overlap the other calls; also: plate controls were buffer without enzyme for full effect and enzyme alone for no effect
# FadD28 binding: blocks FadD28 binding to the bisubstrate probe | inhibition, % at 12.5 µM | fluorescence polarization | actives 0.22% (n = 360,000); in the data active = inhibition above about 8.5%, passing the limit was not always enough; inconclusive = no clear call, values can overlap the other calls
# VHR inh abs: blocks human VHR1 dual specificity phosphatase | recombinant VHR phosphatase, pNPP absorbance | actives 0.52% (n = 290,000) | inhibition, % at 13.3 µM; in the data active = inhibition above about 50%; also: some compounds called inactive have numbers as strong as hits
# Target sequence (P51452 whole entry, looked up): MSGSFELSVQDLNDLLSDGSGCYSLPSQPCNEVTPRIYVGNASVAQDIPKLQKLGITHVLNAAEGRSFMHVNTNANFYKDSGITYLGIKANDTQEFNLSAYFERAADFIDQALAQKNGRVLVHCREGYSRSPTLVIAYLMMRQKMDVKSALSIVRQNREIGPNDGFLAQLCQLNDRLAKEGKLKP
# GDH-TPI counter: counter-screen for M. tuberculosis FBA inhibitors: GDH-TPI coupled enzymes; GDH-TPI coupled enzyme counterscreen, NADH absorbance; inhibition, % at 4.8 µM; actives 1.2% (n = 360,000); AID 588335;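 also: 0% = DMSO wells and 100% = wells lacking the enzyme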
# Mtb FBA inh: inhibits M. tuberculosis FBA enzyme | P9WQA3 | purified M. tuberculosis FBA, fluorescence read-out | inhibition, % at 1 µM | actives 2.3% (n = 360,000) | AID 588726; in the data active = inhibition above about 27%;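 also: 0% = vehicle and 100% = reference inhibitor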
# CCHFV vOTU inh: blocks the CCHF virus ovarian tumor domain protease; CCHFV vOTU protease, Pep-AMC fluorescence; inhibition, % at 11.5 µM; actives 0.55% (n = 370,000); AID 651958; also: 0% = vehicle wells with enzyme and 100% = no enzyme wells
# MazF activator: MazEF (E. coli) toxin RNase activation; actives 0.32% (n = 350,000); FAM/BHQ RNA-DNA oligo cleavage fluorescence, 5 h; activation, % at 20 µM; P0AE70; in the data active = activation above about 50%
# Target sequence (P0AE70 whole entry, looked up): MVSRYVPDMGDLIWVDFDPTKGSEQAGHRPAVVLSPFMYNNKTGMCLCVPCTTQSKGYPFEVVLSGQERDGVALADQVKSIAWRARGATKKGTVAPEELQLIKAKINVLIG
# * hit, by the source's call; ? = inconclusive; . = not tested or not shown. Rule as the data show it, unless noted: active = inhibition above about 30%; inactive = the rest.
SMILES,Rv3671c protease,BioA inh,UGM FP inh,BoNT-F LC inh,FadD28 binding,VHR inh abs,GDH-TPI counter,Mtb FBA inh,CCHFV vOTU inh,MazF activator
COC(=O)CC1=C(C(=O)OC)C(c2cccc(OCC(N)=O)c2)C(C#N)=C(N)O1 (configuration not stated),8,0.4,-1.0,-3,-3.6,18,-4,3,7,-4
O=C(CSc1nnc2ccccn12)c1ccc2c(c1)OCCO2,-4,-3.6,0.1,-6,-1.9,-13,5,-1,17,6
O=C(Oc1ccc(NC(=O)c2cc3c(cc2Br)OCO3)cc1)c1ccccc1,-14,0.3,1.5,-9,-0.5,10,7,4,5,-2
Cc1ccc(C2=CSC3=NNC4(CCCCC4)NN23)cc1,-5,-0.4,1.6,-10,-3.9,9,-5,0,-8,2
CC(C)C(NS(=O)(=O)c1cccc2nsnc12)C(=O)N1CCn2c1nc1ccccc12 (configuration not stated),-8,-0.9,0.3,0,-3.8,6,10,-1,-3,9
Cc1ccc(NC(=O)N2CCC(c3nc4c(nnn4Cc4cccc(Cl)c4)c(=O)[nH]3)CC2)cc1,-5,0.1,5.8,-10,1.1,13,0,0,0,-7
Cn1cc(SCC(=O)Nc2nc3ccccc3s2)c2ccccc21,-13,-0.4,4.8,12,0.3,10,9,-5,-7,-4
NS(=O)(=O)c1ccc(NC(=S)N2CCN(c3ccccc3)CC2)cc1,4,2.5,-0.3,0,-0.9,-10,2,2,1,6
O=C(NCc1ccco1)c1cc2sccc2n1Cc1ccc(F)cc1,2,.,0.2,-2,-3.8,22,3,1,0,-1
CC1CCC(=NNC(=O)Cc2ccccc2)CC1 (configuration not stated),6,8.1,-2.0,-1,-4.0,27,4,-4,16,-2
COC(C[C@@H]1O[C@@H]1C(=O)COCc1ccccc1)OC,.,-1.5,.,-9,-1.0,19,12,8,8,-13
Cc1cc(OCC(=O)NC(C)(C)C)ccc1Cl,-6,-1.1,-1.5,-5,-2.0,-8,-5,-1,-2,-2
Cc1ccc(Nc2nc3ccccc3o2)cc1F,-1,-1.1,-0.4,-18,-0.9,7,-2,0,-2,1
C=CCN1C(=O)CN=C1NCc1ccccc1,-1,-2.0,-0.3,-32,0.6,28,8,-3,8,5
COc1ccccc1N1CCN(C(=O)c2sc3nc(-c4ccc(F)cc4)cn3c2C)CC1,-7,-0.6,2.3,-9,-7.8,19,1,-2,10,2
CCN(c1ccc(C)c(C)c1)S(=O)(=O)c1ccc2c(c1)CCN2C(=O)CCC(=O)O,-1,.,1.2,-16,-6.1,15,5,-2,1,-5
C/C(=N\NC(=O)COc1cccc(Cl)c1)c1ccc2c(c1)OCCO2,11,.,0.6,-3,-2.1,2,-1,0,6,-6
Cc1ccc(CNC(=O)CCS(=O)(=O)Cc2ccc(C)cc2)cc1,-11,-3.9,0.2,-5,1.0,-13,4,-2,10,2
O=C(Nn1c(SCc2ccc([N+](=O)[O-])cc2)nc2ccccc2c1=O)c1ccc(F)cc1,-129,-2.1,2.7,-8,-1.4,-10,0,2,1,-5
Cc1c(C)c2c(OCC(=O)N3CCC(C(=O)NCC(C)C)CC3)cc3c(c2oc1=O)CCC(C)(C)O3,-10,-1.4,3.3,-1,-1.9,-7,8,51*,.,5
O=C(c1cc2cc(Br)ccc2o1)N1CCCC1,-23,-5.5,-3.1,0,-3.7,1,-7,1,1,2
CCCn1c(NC(=O)c2ccccc2)nc2ccccc21,2,-0.7,2.2,0,-6.5,26,4,1,8,-20
CCCNC(=O)c1c(O)c2cccc3c2n(c1=O)CCC3,.,-1.4,-0.1,-15,-1.8,24,12,1,-10,-10
Cc1ccc2[nH]cc(CCNC(=O)Nc3ccccc3)c2c1,0,.,1.0,-7,-4.9,17,-10,-3,18,4
O=C(CSc1cn(CCNC(=O)c2cccs2)c2ccccc12)NC1CCCCC1,4,-1.4,3.2,1,-0.8,2,13,4,2,9
Cc1ccc(NC(=O)c2cc(S(=O)(=O)N3CCOCC3)ccc2Cl)cc1S(=O)(=O)N1CCOCC1,.,-1.8,.,-12,-2.9,.,-3,-5,-13,0
Nn1c(SCC(=O)N2CCOCC2)nnc1-c1ccc(Cl)cc1Cl,-8,1.9,-2.6,-4,-3.3,-13,-12,-7,-9,3
CCCc1cc(=O)oc2cc(C)cc(OC(C)C(=O)N[C@@H](Cc3c[nH]c4ccccc34)C(=O)O)c12 (some centres not stated),-1,-0.7,0.9,2,-0.8,-12,8,3,.,-5
CCCN(CCC)C(=O)CSc1ncccc1C(=O)O,9,.,-1.6,5,-3.1,27,1,1,2,7
CCN(C(=O)COC(=O)c1ccc(O)cc1O)c1c(N)n(Cc2ccccc2)c(=O)[nH]c1=O,-7,-1.4,10*,0,.,.,1,2,2,3

# Just UGM FP inh, MazF activator and CCHFV vOTU inh (3 entries from above):
Structure	UGM FP inh	MazF activator	CCHFV vOTU inh
Cc1cc(OCC(=O)NC(C)(C)C)ccc1Cl	-1.5	-2	-2
C=CCN1C(=O)CN=C1NCc1ccccc1	-0.3	5	8
CCN(C(=O)COC(=O)c1ccc(O)cc1O)c1c(N)n(Cc2ccccc2)c(=O)[nH]c1=O	10*	3	2

# Continued.
SMILES,Rv3671c protease,BioA inh,UGM FP inh,BoNT-F LC inh,FadD28 binding,VHR inh abs,GDH-TPI counter,Mtb FBA inh,CCHFV vOTU inh,MazF activator
OC(COc1ccc(Cl)cc1)CN1CCN(c2cccc(Cl)c2)CC1 (configuration not stated),0,-0.4,2.0,9,-1.9,20,-2,4,-6,3
Cc1cccc(C)c1NC(=O)CN1CCN(C(=O)CNC(=O)Cc2cccc3ccccc23)CC1,.,0.1,.,6,-0.6,.,0,0,10,3
CN(CC(=O)NC1CCCc2ccccc21)S(=O)(=O)c1ccc2c(c1)c(=O)n(C)c(=O)n2C (configuration not stated),-5,0.5,0.7,13,-2.7,27,-14,-4,9,8
Cc1ccc(S(=O)(=O)NCC(=O)NCc2cc(=O)n(C)c(=O)n2C)cc1C,0,6.3,-3.5,5,-0.4,-17,-5,0,-5,-21
O=C(Nc1cccc(C(=O)O)c1)/C(=C\c1ccccc1)NC(=O)c1ccc(Br)o1,.,-0.3,.,-3,2.9,.,8,6,25,-12
CC(=O)c1c(N2CCN(c3ccc(F)cc3)CC2)nc(=S)n(-c2ccccc2)c1C,2,2.4,-0.2,-23,-1.7,-5,6,-2,9,19
CCc1ccc(C(=O)NNc2cc(Cl)ccc2Cl)cc1,0,.,-0.8,-6,-1.3,25,4,2,-3,5
CCOC(=O)CCc1c(C)c(C#N)c2nc3ccccc3n2c1-n1ccnc1C,-10,.,-2.9,4,-1.6,12,10,5,5,-2
COc1nc(N)nc(CC(=O)C2CC2)n1,2,-0.9,-1.0,-5,-2.8,21,-4,1,4,3
CCc1ccc(-c2csc(NC(=O)C3=NN(c4ccccc4)C(=O)CC3)n2)cc1,1,.,2.3,-4,-3.1,4,1,-1,-4,-5
Cc1cnc(NS(=O)(=O)c2ccc(Cl)cc2)c(Br)c1,-3,.,-2.2,?,-2.6,24,-13,-4,0,3
CCCOc1ccc(C(=O)C(CN2CCCC2)c2ccccc2)cc1 (configuration not stated),-15,.,2.5,-6,-1.8,-11,2,2,-1,-2
Cc1ccc(-n2[nH]c(C)c(C=Nc3ccc(S(=O)(=O)Nc4nc(C)cc(C)n4)cc3)c2=O)c(C)c1,-2,.,1.7,0,-2.5,-4,9,2,10,-7
C/C(=N\NC(=S)Nc1cc(S(=O)(=O)N2CCOCC2)ccc1Cl)c1ccc(N2CCOCC2)cc1,9,0.0,-1.3,-6,-3.3,23,21,1,-9,1
CN(c1ccccc1)S(=O)(=O)c1cccc(NC(=O)CN2C(=O)NC3(CCCCC3)C2=O)c1,-2,0.2,-1.0,-6,-3.5,.,6,38*,4,8
CC(C1CC1)N(C(=O)NC1CCS(=O)(=O)C1)c1ccccc1 (configuration not stated),2,.,0.3,-2,-0.7,7,2,-3,1,4
Cc1ccc2c(CC(=O)OCc3nc(N)nc(Nc4ccccc4C)n3)coc2c1,-6,2.1,0.7,-10,-5.4,22,4,-2,-2,-3
CC(C)Sc1nnc([C@@H](N)Cc2c[nH]c3ccccc23)o1,-13,1.9,-1.1,2,-2.8,24,7,1,-2,-3
C[C@H](NC(=O)Nc1ccc2c(c1)OCCO2)C(=O)O,4,2.3,1.6,4,0.4,17,-8,3,-2,8
O=C(CNC(=O)c1cccc(F)c1)OCC(=O)N1CCN(C(=O)c2ccco2)CC1,10,0.3,-1.0,-4,-1.2,11,-6,3,-9,9
COc1ccc(CSC(=S)NNc2ccccc2)cc1,.,0.1,.,-4,2.3,.,8,-5,-3,-5
CCOC(=O)c1cc(NC(=O)c2ccccc2)c(=O)oc1C(F)(F)F,.,.,.,-8,-3.6,2,-11,0,2,3
COc1ccc(CCCc2nnc(SCC(=O)NN)o2)c(C)c1,-5,5.2,-0.5,-15,-1.0,10,3,1,-1,10
CCSc1sccc1C1C(C#N)=C(N)N(c2cccnc2)C2=C1C(=O)CCC2 (configuration not stated),-8,.,2.0,-7,-0.5,2,14,9,7,-4
COCCn1c(CCC(=O)O)nc2c1c(=O)[nH]c(=O)n2CC(C)C,-1,0.5,-1.0,-1,-2.5,-15,8,1,-8,-2
CCOc1ccc(NC(=O)c2cc(S(=O)(=O)N3CCOCC3)cs2)cc1,-1,-0.8,2.0,4,-0.9,36,7,0,3,3
Cn1c(NN)nc2sc3c(c2c1=O)CCC3,4,-0.2,1.6,-7,0.9,15,14,-2,16,-7
O=C(Nc1ccccc1F)C1CCCN(S(=O)(=O)c2ccccc2)C1 (configuration not stated),-3,0.0,-0.8,-2,-0.9,10,7,0,2,4
CCOc1ccc2nc(SCC(=O)NCC3CCCO3)c(C#N)cc2c1 (configuration not stated),3,-0.8,1.9,-13,-3.3,-29,4,3,3,9
C/C(=N\NC(=O)c1nc(C)cc(C)n1)c1ccccc1,3,0.0,3.1,3,-1.3,15,-1,6,7,6
COCCC(=O)N1CCC(Oc2ccc(C(=O)NCc3cccc(C)n3)cc2)CC1,7,0.0,0.1,-5,-2.0,-2,-7,9,16,3
Cc1ccc(C(=O)OCC(=O)NC2CC2)cc1S(=O)(=O)N1CCOCC1,5,-4.2,1.1,3,0.4,.,5,3,-11,4
COc1ccc(Cn2c(=O)oc3ccccc32)cc1,.,-0.6,.,-4,-3.0,.,10,4,13,0
CSc1nc(=S)n(-c2ccc([N+](=O)[O-])cc2)c(C)c1C(C)=O,-2,15,1.6,?,-3.0,38,9,0,-8,5
COc1cc(NS(=O)(=O)c2ccc3[nH]c(=O)[nH]c3c2)cc(OC)c1,.,-0.4,0.9,?,-7.0,36,0,0,-1,4
O=c1[nH]c(=O)n(CCCc2ccccc2)cc1-c1ccccc1,.,.,.,-9,-3.5,.,11,0,26,5
NC(=O)N/N=C/c1ccccc1OC(=O)c1cc2ccccc2oc1=O,-4,-1.2,-0.1,5,1.0,21,25,8,8,2

# Single entries from the list:
# NC(=O)N/N=C/c1ccccc1OC(=O)c1cc2ccccc2oc1=O in GDH-TPI counter → 25
# Cc1ccc(C(=O)OCC(=O)NC2CC2)cc1S(=O)(=O)N1CCOCC1 in MazF activator → 4
# COCCC(=O)N1CCC(Oc2ccc(C(=O)NCc3cccc(C)n3)cc2)CC1 in FadD28 binding → -2.0
# O=c1[nH]c(=O)n(CCCc2ccccc2)cc1-c1ccccc1 in FadD28 binding → -3.5
# COc1cc(NS(=O)(=O)c2ccc3[nH]c(=O)[nH]c3c2)cc(OC)c1 in Mtb FBA inh → 0
